LAP4 TOR yeast: modulators of TOR pathway LAP4-GFP in S. cerevisiae; GFP response vs DMSO, % at 10 µM; S. cerevisiae LAP4-GFP multiplex, flow cytometry GFP, 3 h; median GFP as percent of DMSO wells; AID 2023; 0.34% of 320,000 active;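 active = GFP response vs DMSO above a set limit, about the screen mean plus 3 SD, cut at about 150% in these data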
MEP2 TOR yeast: alters MEP2-GFP fluorescence in TOR pathway yeast screen; S. cerevisiae MEP2-GFP strain, flow cytometry GFP, 3 h; 100% = DMSO control level; 0.51% of 330,000 active; GFP response vs DMSO, % at 10 µM;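 active = GFP response versus DMSO above a set limit, roughly screen mean plus 3 SD, cut at about 180% in these data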;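 also: median GFP fluorescence of the barcode-gated MEP2-GFP cells per well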
JMJD2C inh: blocks human GASC-1 demethylase activity; AID 2099; GST-JMJD2C(1-420) H3K9me3 demethylation, DELFIA europium; 0.069% of 330,000 active; inhibition, % at 2.35 µM;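 active = more than half of a compound's replicate wells show inhibition beyond 50%, single wells judged on their own value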;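 also: signal counts dimethyl H3K9 product captured on neutravidin plate; 0% = median of DMSO wells and 100% = 0.3 times that DMSO median; strong numbers were not always called active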
RPL19A TOR yeast: yeast TOR pathway RPL19A-GFP modulation; percent response vs DMSO, % at 10 µM; AID 2025; S. cerevisiae RPL19A-GFP strain, flow cytometry, 3 h; stronger effect = lower value; 0.3% of 330,000 active;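 active = percent response vs DMSO below 50%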;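 also: median channel GFP fluorescence of the barcoded RPL19A-GFP strain; ratio of sample median GFP to plate DMSO average so 100% = DMSO; lower means less RPL19A-GFP as with rapamycin TOR inhibition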
proCasp7 act: counter-screen for procaspase-3 activators: activators of human procaspase-7; 0.093% of 330,000 active; P55210; recombinant procaspase-7, Ac-DEVD-pNA absorbance 405 nm; D23A/D198A/D206A triple mutant, cannot self-cleave; scale: DMSO 0, 5 µM enzyme 100; activation, % at 8.5 µM;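 active = percent activation above the screen-wide mean plus 3 SD, cut at about 25% in these data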
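System: Uncleavable procaspase-7 mutant enzyme; Amount: 2 µM procaspase-7 mutant as dispensed; Schedule: 1 h compound preincubation, 2 h substrate cleavage, 25 °C; Measured by: 405 nm absorbance of p-nitroaniline; Evaluation: percent activation from buffer-corrected 0–120 min absorbance change; Control set: low DMSO alone, high DMSO plus 5 µM PC-7.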
CR mimetic SO: caloric restriction mimetics inhibiting age-related superoxide in yeast. superoxide response (% of plate mean), % at 10 µM. S. cerevisiae aged cells, superoxide DHE fluorescence; stronger effect = lower value. AID 2690. 0.18% of 330,000 active;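 active = superoxide response under a set limit, about three screen SD below normal, cut at about 65% in these data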;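 also: yeast aged for seven days with compound at 30 °C before DHE staining; 100% = average MFI of all compound-treated wells on the plate with controls excluded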
AHR activator: human AHR activation. 2.5% of 320,000 active. AHR-responsive luciferase reporter cells, luminescence. activation, % at 5 µM. AID 2796; in the data active = activation above about 47%;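 also: 0% = vehicle wells and 100% = reference agonist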
Target sequence (P35869 whole entry, looked up): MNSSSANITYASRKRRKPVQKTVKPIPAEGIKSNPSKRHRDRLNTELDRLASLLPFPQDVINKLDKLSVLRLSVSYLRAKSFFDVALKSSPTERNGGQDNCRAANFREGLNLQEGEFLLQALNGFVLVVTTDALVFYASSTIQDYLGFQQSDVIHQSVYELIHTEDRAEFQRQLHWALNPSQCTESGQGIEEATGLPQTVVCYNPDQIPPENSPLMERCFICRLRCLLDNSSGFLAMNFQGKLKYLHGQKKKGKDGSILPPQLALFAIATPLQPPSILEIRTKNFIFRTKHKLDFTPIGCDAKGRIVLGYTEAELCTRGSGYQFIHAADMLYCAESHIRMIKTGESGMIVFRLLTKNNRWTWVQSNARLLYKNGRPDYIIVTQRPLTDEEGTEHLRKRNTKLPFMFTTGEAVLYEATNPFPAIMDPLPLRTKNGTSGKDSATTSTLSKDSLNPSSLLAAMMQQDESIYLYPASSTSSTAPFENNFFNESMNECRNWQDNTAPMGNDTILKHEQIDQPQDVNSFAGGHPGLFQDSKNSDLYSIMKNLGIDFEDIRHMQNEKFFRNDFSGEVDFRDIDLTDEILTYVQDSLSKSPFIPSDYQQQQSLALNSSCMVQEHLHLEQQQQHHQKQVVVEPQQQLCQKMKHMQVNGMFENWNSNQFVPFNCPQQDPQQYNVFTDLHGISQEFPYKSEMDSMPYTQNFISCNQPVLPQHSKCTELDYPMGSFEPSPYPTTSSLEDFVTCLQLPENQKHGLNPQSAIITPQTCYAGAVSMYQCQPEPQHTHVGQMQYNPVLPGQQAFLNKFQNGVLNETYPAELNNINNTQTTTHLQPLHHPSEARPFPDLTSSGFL
proCasp3 act: activates human procaspase-3; P42574; recombinant procaspase-3 D3A, Ac-DEVD-pNA absorbance 405 nm; activation, % at 8.5 µM; 0.11% of 330,000 active;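 active = activation above the mean of all tested compounds plus 3 SD, cut at about 21% in these data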;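 also: 0% = DMSO alone and 100% = DMSO wells spiked with extra 5 µM PC-3 D3A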
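material = Procaspase-3 D3A mutant | probe or stimulus = Ac-DEVD-pNA | compound = single dose, 8.5 µM nominal compound, 0.8% DMSO | timing = 1 h preincubation, 2 h reaction | measured by = 405 nm absorbance of p-nitroaniline, reads at 0 and 120 min | benchmarks = DMSO-only low control, 5 µM PC-3 D3A high control | repeats = singlicate, each compound tested once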
Active calls of the source: *; i = inactive; [ ] = dose if it differs, or a comment.

SMILES	LAP4 TOR yeast	MEP2 TOR yeast	JMJD2C inh	RPL19A TOR yeast	proCasp7 act	CR mimetic SO	AHR activator	proCasp3 act
CCCCN(C(=O)C(CCSC)N1C(=O)c2ccccc2C1=O)c1c(N)n(CCC)c(=O)[nH]c1=O (stereo unspecified)	89	93	-8	92	-12	106	-1	-72
Cc1noc(C)c1C(=O)Nc1cccc(S(=O)(=O)N2CCCCC2)c1	90	90	4	94	6	81	-2	-2
COc1cc(/C=N\Nc2nc3ccccc3[nH]2)cc(OC)c1OC	99	100	1	99	-14	91	50*	8
Cc1ccc(CN2CCSc3ccc(C(=O)NCc4ccccn4)cc32)cc1	91	92	-2	101	2	84	6	2
COc1cccc2cc3c(=O)n(-c4ccccc4)nc-3oc12	101	100	-7	100	0	101	49*	2
CCOc1ccc(CNC(=O)Cn2nc(C)n3nc(-c4ccccc4)cc3c2=O)cc1	115	113	3	115	-12	125	2	9
OC1CCCN(C(=S)NCc2ccccc2)C1 (stereo unspecified)	144	150	13	95	8	102	4	1
CCc1nc(N2CCN(S(=O)(=O)c3ccc(Br)cc3)CC2)c2c(C)c(C)sc2n1	100	101	6	99	6	115	0	-1
Cc1ccc2c(c1)[nH]c1c(=O)n(CCN3CCCCC3)cnc12	99	111	-4	101	-5	92	94*	-2
O=C(NCC(=O)N1CCCCCCC1)c1ccc(Br)o1	98	92	-5	91	0	96	3	2
CC(=O)Nc1cccc(N2C(=O)CCC2=O)c1	99	100	3	103	-5	95	-1	-1
COc1ccc(-c2nc(N)ncc2-c2ccc(Cl)cc2)c(O)c1	91	104	-32	107	11	115	9	5
CCOC(=O)c1c(Cc2ccc(Cl)cc2)c[nH]c1C	95	103	1	98	10	136	-3	7
CCNC(=S)N1CCn2c(nc3ccccc32)C1	92	108	-3	104	2	96	-3	4
Cc1ccc2c(c1)-c1ccccc1S(=O)(=O)N2	114	108	-4	109	-8	113	11	-3
Fc1ccc(/C=N/Nc2ncnc3nc[nH]c23)cc1F	115	106	-4	102	13	95	103*	8
O=C(Nc1cccnc1)c1cc(F)c(F)cc1Cl	107	106	1	106	3	92	-3	-1
COc1cc(C#Cc2c(-c3ccccc3)n(C)c3ccccc23)cc(OC)c1	114	81	5	92	-8	111	35	5
COc1ccc(C2C(C(C)=O)=C(O)C(=O)N2CCc2ccccc2)c(OC)c1 (stereo unspecified)	95	88	-11	100	-1	102	-1	-5
C=CCC[C@@H](Cc1ccc(F)cc1)C(=O)OC[C@H](Cc1c[nH]c2ccccc12)NC(=O)[C@@H](CC=C)CC(=O)N[C@@H](CO)Cc1ccccc1	94	102	-4	99	3	132	-1	8
COc1cc(OC)cc(-c2c(-c3cccs3)c3cc(-c4ccc5c(c4)OCCO5)ccc3n2C)c1	96	89	-1	95	4	113	2	0
CN(C)c1ccc(/C=C/c2ccc3ccccc3n2)cc1	100	109	-14	102	25	117	8	12
COc1cc(C(=O)Nc2ccc3c(c2)N(C(=O)CN2CCN(C)CC2)c2ccccc2CC3)cc(OC)c1OC	102	92	-1	94	9	112	5	-2
CC(=O)Nc1ccc(OCC(O)Cn2nc(C)c(Br)c2C)cc1 (stereo unspecified)	110	100	13	100	10	81	1	-3
CCOC(=O)C1(CC2CCCCO2)CCN(Cc2cn[nH]c2-c2cccc(F)c2)CC1 (stereo unspecified)	97	101	10	98	0	98	1	-2
Cn1cc(CNC(=O)C2CCCCC2)cn1	98	104	3	96	-3	116	-1	4
Cn1c(OCc2cccnc2)nc2c1c(=O)n(Cc1ccc(Br)cc1)c(=O)n2C	99	98	-9	93	1	103	7	-59
CCOC(=O)c1cnc(SCC(=O)OC)nc1N	99	106	4	110	-1	99	1	15
CCc1ccccc1N(CC(=O)NC(C)c1ccccc1)S(C)(=O)=O (stereo unspecified)	106	139	-2	103	2	102	1	8
COCC(C)n1c(COc2ccccc2F)nnc1SCC(=O)c1c(N)n(C)c(=O)n(C)c1=O (stereo unspecified)	104	102	11	109	6	102	0	8
O=C(CN1CCC(O)(c2ccc3c(c2)OCO3)CC1)NC1CCCCC1	93	99	i	102	1	107	1	4
CN(CCCN1CCOCC1)C(=O)c1cc(COc2cccc(C(F)(F)F)c2)on1	97	98	-4	100	0	110	1	-2
CCOc1ccc2nc(SCc3ccc(OC)cc3)sc2c1	101	96	3	103	-2	111	1	-1
O=C(Nc1nccs1)c1cc(Cl)ccc1[N+](=O)[O-]	94	106	8	105	2	133	45	-5
O=C(COC(=O)C1CCC(N2C(=O)C3C4CCC(C4)C3C2=O)CC1)c1ccc(F)cc1 (stereo unspecified)	99	109	-1	106	4	89	-1	-6
CCOC(=O)CCc1c(C)n(CC)c2ncnn2c1=O	100	93	-12	98	-4	97	-1	-6
CCOC(=O)Cc1nnc(NC(=O)c2ccccc2OC)s1	107	108	5	103	-6	115	2	5
Cc1ccc(N2CCN(C(=O)c3ccccc3NC(=O)C3CCCCC3C(=O)O)CC2)cc1 (stereo unspecified)	89	99	17	99	4	90	0	-8
Cc1cc(C)nc(NC(=O)c2ccc([N+](=O)[O-])c(C)c2)n1	85	108	-6	108	7	99	7	5
COc1ccc(-c2nc(C)c(C(C)=O)n2O)cc1[N+](=O)[O-]	97	103	-9	104	12	98	6	2

In a second layout: 14 of the compounds above.
Results follow in this order: LAP4 TOR yeast, MEP2 TOR yeast, JMJD2C inh, RPL19A TOR yeast, proCasp7 act, CR mimetic SO, AHR activator, proCasp3 act
> Cn1c(OCc2cccnc2)nc2c1c(=O)n(Cc1ccc(Br)cc1)c(=O)n2C
    99, 98, -9, 93, 1, 103, 7, -59
> CCOC(=O)c1cnc(SCC(=O)OC)nc1N
    99, 106, 4, 110, -1, 99, 1, 15
> CCc1ccccc1N(CC(=O)NC(C)c1ccccc1)S(C)(=O)=O (stereo unspecified)
    106, 139, -2, 103, 2, 102, 1, 8
> COCC(C)n1c(COc2ccccc2F)nnc1SCC(=O)c1c(N)n(C)c(=O)n(C)c1=O (stereo unspecified)
    104, 102, 11, 109, 6, 102, 0, 8
> O=C(CN1CCC(O)(c2ccc3c(c2)OCO3)CC1)NC1CCCCC1
    93, 99, i, 102, 1, 107, 1, 4
> CN(CCCN1CCOCC1)C(=O)c1cc(COc2cccc(C(F)(F)F)c2)on1
    97, 98, -4, 100, 0, 110, 1, -2
> CCOc1ccc2nc(SCc3ccc(OC)cc3)sc2c1
    101, 96, 3, 103, -2, 111, 1, -1
> O=C(Nc1nccs1)c1cc(Cl)ccc1[N+](=O)[O-]
    94, 106, 8, 105, 2, 133, 45, -5
> O=C(COC(=O)C1CCC(N2C(=O)C3C4CCC(C4)C3C2=O)CC1)c1ccc(F)cc1 (stereo unspecified)
    99, 109, -1, 106, 4, 89, -1, -6
> CCOC(=O)CCc1c(C)n(CC)c2ncnn2c1=O
    100, 93, -12, 98, -4, 97, -1, -6
> CCOC(=O)Cc1nnc(NC(=O)c2ccccc2OC)s1
    107, 108, 5, 103, -6, 115, 2, 5
> Cc1ccc(N2CCN(C(=O)c3ccccc3NC(=O)C3CCCCC3C(=O)O)CC2)cc1 (stereo unspecified)
    89, 99, 17, 99, 4, 90, 0, -8
> Cc1cc(C)nc(NC(=O)c2ccc([N+](=O)[O-])c(C)c2)n1
    85, 108, -6, 108, 7, 99, 7, 5
> COc1ccc(-c2nc(C)c(C(C)=O)n2O)cc1[N+](=O)[O-]
    97, 103, -9, 104, 12, 98, 6, 2

Taken from above:
O=C(COC(=O)C1CCC(N2C(=O)C3C4CCC(C4)C3C2=O)CC1)c1ccc(F)cc1 (stereo unspecified) – JMJD2C inh = -1
Cc1cc(C)nc(NC(=O)c2ccc([N+](=O)[O-])c(C)c2)n1 – JMJD2C inh = -6

The list goes on.
SMILES	LAP4 TOR yeast	MEP2 TOR yeast	JMJD2C inh	RPL19A TOR yeast	proCasp7 act	CR mimetic SO	AHR activator	proCasp3 act
O=[N+]([O-])c1ccc2nc(-c3ccccc3)[nH]c2c1	85	96	10	96	6	109	45	-1
CCOC(=O)C1=NOC2C(=O)N(c3ccc(Cl)cc3Cl)C(=O)C12 (stereo unspecified)	103	101	-5	97	-7	100	0	-6
O=C1CC(N2CCN(C3CC(=O)N(CCc4ccccc4)C3=O)CC2)C(=O)N1CCc1ccccc1 (stereo unspecified)	109	106	-4	100	-10	105	0	-18
O=C(N/N=C\C=C\c1ccco1)c1cncc(Br)c1	101	94	7	98	-8	105	13	-4
O=C(CSc1nc2ccccc2c(=O)[nH]1)c1cccs1	101	102	-7	104	-4	112	6	-3
CC(NC(=S)NC(=O)c1cccs1)c1ccccc1 (stereo unspecified)	96	97	-4	97	-16	96	1	-6
Cc1ccc(N(CC(=O)NC2CCCCC2)C(=O)CCCC(=O)Nc2ccccn2)cc1	98	101	0	103	-1	101	1	4
O=C(NC1CCCc2c1cnn2-c1ccccc1F)c1ccccc1N1CCOCC1 (stereo unspecified)	96	97	2	101	12	109	23	-3
CCOCCCNC(=O)C(c1ccc(OC)cc1)N(Cc1cccs1)C(=O)c1ccccn1 (stereo unspecified)	108	96	-1	104	9	102	-1	7
Cc1c(-c2ccccc2)sc(Br)c1C(=O)N1CCOCC1	96	104	-4	96	0	103	4	0
CCOC(=O)c1c(C)nsc1NCc1ccccc1	115	96	9	96	-11	119	-1	-9
O=C(N/N=C/c1sc(N2CCOCC2)nc1-c1ccccc1)c1ccc(O)cc1	92	105	-3	103	-4	93	95*	6
COC(=O)C(C)N1C(=O)S/C(=C\c2cc(C)n(-c3ccccn3)c2C)C1=O (stereo unspecified)	89	105	-4	97	-10	95	0	-3
Cn1c(SCC(=O)Nc2ccccc2-c2ccccc2)nnc1-c1ccco1	102	106	-7	105	-3	72	0	7
O=C(OCC(=O)N1CCN(c2ccccc2)CC1)c1cc(Cl)ccc1[N+](=O)[O-]	106[may fluoresce green]	102[may fluoresce green]	-2	96[may fluoresce green]	-2	96	-1	-11
OC1CCN(Cc2ccc(OCc3ccccc3)cc2)CC1	78	92	-1	92	9	92	2	-3
O=C1CC(C(=O)N2CCc3ccccc32)CN1c1cccc(C(F)(F)F)c1 (stereo unspecified)	111	111	6	107	-4	84	5	3
O=C(CN1c2cccc3cccc(c23)S1(=O)=O)Nc1c(F)c(F)c(F)c(F)c1F	91	99	2	98	-5	96	-1	3
O=c1c2nnn(Cc3ccc(Cl)cc3)c2ncn1Cc1ccc(F)cc1	106	107	0	101	-8	103	-1	-3
CCNC(=O)Nn1c(C)nnc1C	90	93	-19	97	-5	99	4	-6
Cn1nc(C(F)(F)F)c(/C=N/OC(=O)c2ccccc2)c1SCc1ccccc1Cl	101	102	2	101	4	95	2	7
O=C(C1CC1)N1CCc2cc(Br)cc(S(=O)(=O)NCCCN3CCCCC3)c21	100	104	3	106	1	85	-3	2

Source: PubChem

Not a hit list; any-hit rate near 3.8%.
